# Assay outcomes (PubChem BioAssay)
# Runt-CBFb FRET – inhibitors of RUNX1 Runt–CBFb binding, primary screen, biochemical, FRET, Cerulean-Runt, Venus-CBFb, uHTS | Runt-related transcription factor 1 (Homo sapiens) + Core-binding factor subunit beta … | inhibition, % at 20 µM | hit rate 0.46% among 220,000 | Cerulean-Runt/Venus-CBFb FRET ratio 530/480, 1 h;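 active means inhibition over about 50% at 20 µM in the single-dose screen, limit read from the data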;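 further: 0% = DMSO wells and 100% = excess unlabeled CBFb competitor control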
# Target sequence (Q01196 whole entry, looked up): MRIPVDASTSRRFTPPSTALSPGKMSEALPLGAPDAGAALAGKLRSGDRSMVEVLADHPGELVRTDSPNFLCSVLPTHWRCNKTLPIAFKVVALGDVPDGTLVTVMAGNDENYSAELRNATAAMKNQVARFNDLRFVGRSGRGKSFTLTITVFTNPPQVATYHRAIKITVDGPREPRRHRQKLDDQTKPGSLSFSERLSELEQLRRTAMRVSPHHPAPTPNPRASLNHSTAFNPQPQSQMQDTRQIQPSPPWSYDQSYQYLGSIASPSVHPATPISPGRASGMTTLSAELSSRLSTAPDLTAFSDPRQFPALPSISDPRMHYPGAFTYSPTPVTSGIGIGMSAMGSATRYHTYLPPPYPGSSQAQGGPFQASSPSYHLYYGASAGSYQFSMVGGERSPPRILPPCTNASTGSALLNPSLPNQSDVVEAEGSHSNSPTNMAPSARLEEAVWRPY
# Target sequence (Q13951 whole entry, looked up): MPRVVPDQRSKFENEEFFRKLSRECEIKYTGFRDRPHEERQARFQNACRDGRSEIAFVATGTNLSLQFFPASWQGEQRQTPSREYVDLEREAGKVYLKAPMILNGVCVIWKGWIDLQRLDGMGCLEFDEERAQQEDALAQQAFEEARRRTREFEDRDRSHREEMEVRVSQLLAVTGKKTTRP
#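 Schedule: protein complex preformed 1 h, compound exposure 1 h, room temperature, dark; test system: Cerulean-labeled Runt domain protein; amount: 100 nM per protein; buffer or medium: Tris 50 mM pH 7.5, KCl, K2SO4, 0.01% BSA; read-out: loss of energy transfer signal; detection: FRET fluorescence; controls: 5 µM unlabeled CBFb as full-inhibition high control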
# zVAD death inh – inhibitors of zVAD-triggered necroptosis, primary screen, L929 cells | hit rate 0.38% among 220,000 | viability rescue, % at 10 µM | L929 zVAD necroptosis rescue, ATP luminescence, 24 h; with zVAD 60 µM;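 active means activation, scaled between plate controls, above about 75%, limit read from the data; inactive means activation under that limit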;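 further: 0% = zVAD with DMSO and 100% = DMSO alone without zVAD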
# Tb hexokinase – Trypanosoma brucei hexokinase 1 inhibitors, primary screen, biochemical, G6PDH-coupled NADH absorbance, MLSCN library; hexokinase 1 [Trypanosoma brucei]; hit rate 0.11% among 220,000; recombinant TbHK1, G6PDH-coupled NADH A340; inhibition, % at 10 µM; AID 1430, 2008;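 active means inhibition of 50% or more in the single-dose primary screen; inactive means inhibition below 50%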
# Runt-SMMHC FRET – inhibitors of RUNX1 Runt–CBFb-SMMHC binding, primary screen, biochemical, FRET, Cerulean-Runt, Venus-CBFb-SMMHC, uHTS; Runt-related transcription factor 1 (Homo sapiens) + Core-binding factor subunit beta …; Cerulean-Runt/Venus-CBFb-SMMHC FRET ratio 530/480, 1 h; inhibition, % at 20 µM; hit rate 0.74% among 220,000;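 active means mean inhibition across duplicate retests at 20 µM reaching about 50%, limit read from the data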;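 further: 0% = DMSO wells and 100% = wells with excess untagged CBFb-SMMHC; inhibitors lower the FRET ratio by blocking Runt binding to CBFb-SMMHC; some results filed as inactive read as strong as hits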
# EBV gp42 block – Epstein-Barr virus gp42 inhibitors, primary screen, biochemical, uHTS, fluorescence polarization; Glycoprotein 42 (Epstein-Barr virus (strain AG876)), Q1HVG2; Fluorescence polarization binding assay, mP read-out; inhibition, % (tested at 21.74 µM); hit rate 0.42% among 220,000; AID 1085, 2008; in the data active means inhibition above about 50%
# 14-3-3 Bad PPI – inhibitors of 14-3-3 zeta/Bad binding, primary screen, biochemical, TR-FRET, bovine 14-3-3 zeta; hit rate 0.71% among 220,000; 14-3-3 protein zeta/delta (Bos taurus), P63103; TR-FRET 14-3-3zeta/Dy647-pBad peptide displacement, 1 h; inhibition, % at 21.7 µM;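 active means inhibition above about 70%, limit read from the data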;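 further: 0% = full 14-3-3 plus peptide FRET controls and 100% = background without 14-3-3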
# Target sequence (P63103 whole entry, looked up): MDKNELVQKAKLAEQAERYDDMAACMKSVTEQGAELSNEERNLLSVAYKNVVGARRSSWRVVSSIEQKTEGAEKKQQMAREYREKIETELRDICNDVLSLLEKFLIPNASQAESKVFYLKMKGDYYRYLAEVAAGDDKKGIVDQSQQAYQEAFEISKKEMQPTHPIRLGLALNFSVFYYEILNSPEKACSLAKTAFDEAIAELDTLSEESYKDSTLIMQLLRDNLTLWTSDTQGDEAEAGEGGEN
# MDM2 E3 inh – MDM2-luciferase reporter signal enhancers, primary screen, MDM2 E3 ligase inhibitor project, cell-based, luminescence, 1536-well; hit rate 0.11% among 210,000; AID 1230, 2008; signal enhancement, % at 5 µM; cell-based MDM2 ubiquitination luciferase reporter, 2 h; 0 = plate control, 100 = twice control, blank-subtracted; E3 ubiquitin-protein ligase Mdm2 (Homo sapiens), Q00987;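 active means signal enhancement of 30% or more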;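 further: luminescence tracks abundance of the self-degrading MDM2-luciferase fusion protein; higher signal means inhibition of MDM2 E3 ligase activity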
#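 Timing – 2 h compound exposure at 37 °C · Assay system – mammalian cells stably expressing self-ubiquitinating, self-degrading MDM2 E3–luciferase fusion · Amount – 2000 cells seeded into each well · Measure – % luminescence enhancement versus blank-corrected plate control mean · Measured by – SteadyLite luminescence, 15 min reagent step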
# p47phox inh – p47phox/p22phox peptide binding inhibitors, primary screen, biochemical, uHTS, NADPH oxidase regulatory subunit. Neutrophil cytosol factor 1 (Homo sapiens), P14598. fluorescence polarization, 2 h. inhibition, % at 24.7 µM. hit rate 0.53% among 220,000;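 active means inhibition above about 30%, limit read from the data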;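 further: 0% = p47phox with labelled peptide and 100% = labelled peptide alone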
# Hck-Nef inh – inhibitors of Nef-activated human Hck kinase, primary screen, biochemical, Z-Lyte FRET, 384-well, Hck-YEEI. Tyrosine-protein kinase HCK (Homo sapiens), P08631. Recombinant Hck-YEEI plus Nef, Z-Lyte FRET kinase assay. inhibition, % at 20 µM. hit rate 0.68% among 220,000. AID 463187, 2010;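 active means Hck-Nef kinase inhibition above about 50%, limit read from the data; inactive means inhibition below that limit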;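 further: 0% = DMSO with Hck plus Nef and 100% = Hck alone without Nef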
# * marks the source's active call; other numbers are inactive results; / = no result given; [ ] = another dose, or the depositor's remark.
# The first three compounds, to show the layout:
Structure	Runt-CBFb FRET	zVAD death inh	Tb hexokinase	Runt-SMMHC FRET	EBV gp42 block	14-3-3 Bad PPI	MDM2 E3 inh	p47phox inh	Hck-Nef inh
Cc1csc2ncc(C(=O)Nc3ccc(C(F)(F)F)cc3)c(=O)n12	-6	-0.5	8	-1	-6	9	3	-3	-7
CCc1ccc2[nH]c(=O)c(CN(CCN(C)C)C(=O)Nc3ccccc3OC)cc2c1	0	-0.5	-11	0	-22	-6	-14	-12	3
CCC(C)NC(=S)Nc1ccc(F)cc1 (stereo not given)	-1	-0.2	-4	0	-19	-5	4	-9	15

# This part in full, previewed entries included:
Structure	Runt-CBFb FRET	zVAD death inh	Tb hexokinase	Runt-SMMHC FRET	EBV gp42 block	14-3-3 Bad PPI	MDM2 E3 inh	p47phox inh	Hck-Nef inh
Cc1csc2ncc(C(=O)Nc3ccc(C(F)(F)F)cc3)c(=O)n12	-6	-0.5	8	-1	-6	9	3	-3	-7
CCc1ccc2[nH]c(=O)c(CN(CCN(C)C)C(=O)Nc3ccccc3OC)cc2c1	0	-0.5	-11	0	-22	-6	-14	-12	3
CCC(C)NC(=S)Nc1ccc(F)cc1 (stereo not given)	-1	-0.2	-4	0	-19	-5	4	-9	15
COc1nc(Nc2ccc([N+](=O)[O-])cc2)nc(NC2CCCCC2)n1	-3	11	-23	2	10	-6	-16	-2	17
O=S(=O)(Nc1ccncc1)c1ccc(Cl)cc1	0	-0.8	-11	2	7	-8	-2	-2	12
Cc1ccc(C(=O)N2C(=S)C(c3ccc(F)cc3)=NC23CCN(C)CC3)cc1	3	1.4	-6	6	-1	11	-11	4	-1
Clc1ccc(-c2csc(N/N=C/c3ccc4c(c3)OCO4)n2)cc1	7	0.9	-12	1	5	-7[fluorescence artefact?]	-22	0	-1
COc1cc2[nH]c(=O)n(Cc3ccccc3Cl)c(=O)c2cc1OC	-3	-0.6	-2	-4	-12	0[fluorescence artefact?]	-8	-9	-22
COc1ccc(S(=O)(=O)N2CCCN(CCC(=O)Nc3cccc(C(F)(F)F)c3)CC2)cc1	-5	0.2	-7	4	-9	34	-6	5	2
CCc1nc(SCC(=O)N2CCC(C)CC2)c2c(=O)n(C)c(=O)n(C)c2n1	-3	0.3	0	6	-9	0	-14	-7	1
CN1C(=S)SC(C)(NO)C1(C)C (stereo not given)	2	1.4	-1	-4	-19	-13	-14	-13	0
CCCCCCCCCCn1c2c(c(=N)c3c1CCC3)CCC2	-2	9.2	16	1	-13	-2	-11	9	1
N#CC(C(=O)C12CC3CC(CC(C3)C1)C2)c1nc2ccccc2[nH]1 (stereo not given)	4	0.8	-8	4	-25	-17[fluorescence artefact?]	-31	-16	5
Cc1ccc(C(=O)COC(=O)CNC(=O)c2cccs2)cc1	0	-0.2	-5	3	3	0	14	-4	-2
CCCS(=O)(=O)N1CCC(C(=O)NCc2ccc3c(c2)OCO3)CC1	2	0.6	3	0	-6	-8	-11	5	24
CS(=O)(=O)N1CCC(C(=O)NCc2ccc(Cl)cc2)CC1	-1	1.0	4	-1	-11	4	-13	-4	30
CCN(C(=O)CSc1ncccc1C(=O)Oc1cccc([N+](=O)[O-])c1)c1cccc(C)c1	-4	2.4	-7	-1	-12	-6	-10	-15	2
CCO[C@@H]1OC(C(=O)NCc2nc3ccccc3[nH]2)=C[C@H](c2ccc(C(F)(F)F)cc2)[C@H]1CCCO	18	-0.9	-12	-4	-3	-3	/	-10	-12
CN(Cc1cn(-c2ccccc2)nc1-c1ccc2c(c1)OCO2)Cc1nccn1C	2	-1.0	2	4	-7	-9	0	-9	17
O=C(/C=C/c1cccs1)N1CCN(Cc2ccc3c(c2)OCO3)CC1	-2	0.4	-14	4	5	13	-15	-1	6
Cc1ccc(OCC(=O)NNC(=O)CSc2nnc(-c3ccc(C)cc3)n2C)cc1	0	1.3	-3	2	-1	-5	-19	-6	2
O=C1CCCC/C1=N\Nc1ccc(C2CCCCC2)cc1	4	1.1	-9	-6	-2	5	-35	-13	4
O=C(Cn1cnc2c(cnn2-c2ccc(F)cc2)c1=O)N1CCN(c2ccccc2)CC1	0	-0.6	2	0	-20	15	-5	-7	11
CC1(C)C/C(=N\NC(=S)Nc2ccccc2F)c2cc(O)ccc2O1	1	67	-3	-4	-12	-16	-7	-13	17
C[C@H]1COc2c(C3(N)CC3)c(F)cc3c(=O)c(C(=O)O)cn1c23	0	/	/	-9	-11	2	/	-3	/
CCOC(=O)/C(N=Nc1ccc(Cl)cc1)=C(/O)c1ccc([N+](=O)[O-])cc1	-27	1.1	-23	-24	-3	9	-11	-1	4
CC(C)CC(=O)NC(=S)Nc1ccccc1F	0	-0.2	0	-1	-4	-1	-10	-9	4
O=C(CC(=O)N/N=C/c1c(F)cccc1Cl)NCc1ccccc1	1	8.0	1	4	-12	-6	-7	-1	20
Nc1cc(-c2ccc(Cl)cc2)nn1S(=O)(=O)c1cccc2nsnc12	3	-0.2	-2	3	8	7[fluorescence artefact?]	-14	-2	0
Cc1cc(C)cc(NC(=O)CCC(=O)Nc2cc(C)on2)c1	1	-0.8	-3	5	-16	6[fluorescence artefact?]	5	-2	-5
CCOC(=O)C(O)(CC(=O)Nc1cc(F)ccc1C)C(F)(F)F (stereo not given)	-1	-0.4	5	-4	-7	-4	-8	-9	12
CCOc1ccc(/C(O)=C2\C(=O)C(=O)N(CCN(C)C)C2c2cccc(OC)c2OC)cc1Cl (stereo not given)	2	0.1	-26	-2	-19	15	-3	-3	0
O=C(Nc1ccc(Cl)cc1)c1cc2nc(C3CC3)cc(C(F)(F)F)n2n1	-6	-0.2	-10	0	-9	-5	-10	-33	-2
COc1ccc(CCN2C(=O)CS/C2=N/NC(=O)c2ccccc2F)cc1OC	0	/	-7	-2	-2	-5[fluorescence artefact?]	3	-6	-11
COc1cccc(CNC(=O)CCC2CCCN(c3cc(C)nc(N(C)C)n3)C2)c1 (stereo not given)	2	-2.4	12	1	-4	0	-35	-2	13
CCOC(=O)CSC1=C(C#N)C(c2ccc(C)o2)CC(=O)N1 (stereo not given)	4	-2.3	0	4	-10	-3	-14	-20	-3
CC(Sc1nc2cc([N+](=O)[O-])ccc2n1-c1ccc(F)cc1)C(=O)NCc1ccc2c(c1)OCO2 (stereo not given)	28	0.8	-2	17	-15	-13[fluorescence artefact?]	-6	-19	0
CSCCC(C(=O)N1CC2(C)CC1CC(C)(C)C2)N1C(=O)c2ccccc2C1=O (stereo not given)	-5	-1.5	-12	-1	-19	-5	-3	2	-6
CCN1CCN(c2oc(-c3ccco3)nc2C#N)CC1	-2	-0.2	-18	1	-22	9	-8	-8	1
Oc1c(/C=C/C=C/C=Nc2ccccc2)sc(=S)n1Cc1ccccc1	17	-0.9	8	-6	2	-4	-4	-28	50*
O=C(NCC1CCCCC1)c1cccc(S(=O)(=O)NCc2cccnc2)c1	1	67	-5	-1	-19	-20	2	-7	22
CCn1cc(S(=O)(=O)c2ccc(C)cc2)[nH]c1=O	2	1.5	-1	-1	3	0	-21	0	20
COCCCNC(=O)c1ccc2c(c1)ncn2-c1ccccc1OC	0	14	0	-6	-7	-7	-4	12	2
CNC(=O)CC1C(=O)N(C)C(=S)N1NC(=O)c1ccc(Cl)cc1 (stereo not given)	3	0.0	40	1	-2	-6	-25	-8	-23
COc1ccc(-n2nnnc2/C=C\Nc2ccccc2C(=O)c2ccccc2)cc1	3	0.0	-13	-6	-6	2	1	-28	0
Cn1c(=O)c2c(ncn2CC(=O)N2CCN(c3ccccc3)CC2)n(C)c1=O	1	0.2	2	-1	-25	6	-12	-1	7
Cc1ccc(N/C(N)=N/c2nc(C)cc(C)n2)cc1	-3	-0.7	1	3	-2	-3	21	-11	2
Cc1ccc(-c2nnc(Nc3ccc(CC(N)=O)cc3)c3ccccc23)cc1	-4	0.4	-19	1	-2	17	-76	-11	1
CC(C)Sc1nc2c(c(=O)[nH]c(=O)n2C)n1C	-1	0.0	19	-6	-8	-9[fluorescence artefact?]	-13	-8	4
CCCCNC(=O)CCCn1c(=O)c2ccccc2n(CC(=O)NCCC2=CCCCC2)c1=O	0	-0.1	8	2	-22	-3	0	-8	2

# Continued:
Structure	Runt-CBFb FRET	zVAD death inh	Tb hexokinase	Runt-SMMHC FRET	EBV gp42 block	14-3-3 Bad PPI	MDM2 E3 inh	p47phox inh	Hck-Nef inh
CCCCN1CCNC1=S	0	0.3	-4	-4	-5	-7	-4	-7	9
COc1ccc(CNCc2cccc(Cl)c2)cc1	3	-0.2	0	1	0	12	/	-9	4
C=CCN(C(=O)CNC(=O)c1ccco1)C(C(=O)NC1CCCCC1)c1ccc(F)cc1 (stereo not given)	-1	-0.1	3	5	-5	-21	7	5	1
CC(=O)N1CCN(c2ccc([N+](=O)[O-])cc2C#N)CC1	6	-0.2	-16	-4	-5	8	-15	-4	25
CCn1ccnc1C(O)c1cccc(OC)c1OC (stereo not given)	2	0.4	2	-5	1	-1	-9	-11	0
CCC1Oc2ccc(C)cc2N(CC(=O)N(Cc2cccnc2)Cc2cccc(F)c2)C1=O (stereo not given)	-6	-1.0	0	5	-11	-4	-5	-3	-9
N/C(=N\OS(=O)(=O)c1ccc(Cl)cc1)c1ccncc1	1	0.9	1	0	-16	-8	-6	3	-15
CCCn1c(=N)n(CC(O)c2ccco2)c2ccccc21 (stereo not given)	-2	0.1	-4	-1	-20	8	-17	-5	1
CC(C)(C)c1ccc(-c2nn(CCC#N)cc2/C=N/O)cc1	-3	6.6	1	2	-15	-5	-23	-6	28
CCOC(=O)C1CCCN(C(=O)c2sc3nc(-c4ccc(F)cc4)cn3c2C)C1 (stereo not given)	-4	5.8	9	-1	-9	0	-14	6	2
Cn1c(=O)n(CC(=O)Nc2ccccc2)c2ccccc21	1	-0.5	-4	0	-16	0	-12	-13	1
CC(C)O/N=C1\C(=O)N(c2ccccc2)c2ccccc21	-2	0.2	10	0	3	7	-17	3	11
